Screens as filed in PubChem BioAssay.
Cneo AK release = causes C. neoformans cell lysis | adenylate kinase release luminescence, 4 h; normalised: neutral wells 0, clomiphene wells 100 | lysis activity, % at 15 µM | hit rate 0.2% among 360,000 | AID 651654;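 active means mean lysis activity across replicates of at least 80%, whatever share of replicates individually reach that level; inactive means mean lysis activity below 80%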
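Test system: log-phase Cryptococcus neoformans yeast cells; Quantity: yeast cell density of 5 × 10^6 cells/mL; Buffer or medium: YPD; Doses: single compound concentration per well; Timing: 4 h at 37 °C static, read 1 h later; Measured by: AK luminescence; Read-out basis: lysis from increased AK signal; Control set: Clomiphene as positive control.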
GSIS activator = primary screen for activators of insulin secretion dependent on glucose, INS-1E cells, GLuc reporter luminescence | AID 743287 | hit rate 0.61% among 370,000 | activation, % at 16.6 µM | INS-1E GLuc reporter insulin secretion, 2-3 h;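 active means lowest replicate activation of at least 40%, so every replicate reaches that level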;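 further: 0% = median of neutral control wells and 100% = median of IBMX positive control wells; some compounds called inactive have numbers as strong as hits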
miR-122 sensor = miR-122 inhibition in Huh7 cells. Huh7 miR-122 Renilla luciferase sensor, 48 h; neutral wells = 0, positive control = 100. activation (reporter increase), % at 12.5 µM. hit rate 0.3% among 340,000;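 active means mean replicate activation score at least 90 and every replicate individually at or above 90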;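 further: higher luciferase means less miR-122 activity so hits act as miR-122 inhibitors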
CFTR F508del cor = correctors of CFTR F508del function in bronchial epithelial cells; CFBE cells, YFP halide quenching; stimulated with forskolin plus potentiator P3; % fluorescence drop versus neutral controls; activity (quench increase), % at 7.58 µM; hit rate 0.36% among 350,000; AID 720511;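 active means mean added fluorescence quench of at least 8% versus neutral control, with both replicates also reaching 8%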;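 further: cells transiently co-express mutant CFTR-F508del with the halide-sensitive YFP; corrector assay measuring rescue of mutant channel to the surface after 24 h compound exposure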
FN deposition inh = fibronectin deposition inhibition. AH1F fibroblasts, Alexa488-fibronectin deposition fluorescence, overnight. inhibition, % at 12.6 µM. hit rate 0.086% among 350,000;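 active means mean inhibition across replicates of 30% or more, regardless of how many single replicates reach that level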;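 further: positive control wells lacked labelled fibronectin entirely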
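Schedule: 1 h cell adhesion before compound, then overnight fibronectin incubation; test system: AH1F fibroblast monolayer depositing Alexa488-labelled fibronectin into matrix; quantity: 10000 AH1F cells per well; probe or stimulus: fluorescent fibronectin at 24 nM final; signal: fluorescence, ex 485 nm, em 525 nm; evaluation: percent inhibition as loss of matrix-bound fibronectin fluorescence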
PGC1a acetyl inh = lowers PGC1a acetylation signal in U2OS cells. inhibition, % at 15.6 µM. AlphaScreen anti-acetyl-lysine; with virally co-expressed GCN5 acetyltransferase. hit rate 0.17% among 350,000;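 active means every replicate shows inhibition of at least 40%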;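 further: 0% = neutral control wells and 100% = positive control wells; some results beyond the cut were filed as inactive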
Statin myotox sup = suppressors of simvastatin-induced myotoxicity in C2C12 myotubes; hit rate 0.78% among 330,000; ATP luminescence, 48 h; scaled: DMSO 0, geranylgeraniol control 100; rescue of ATP level, % at 7.49 µM;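 active means mean ATP rescue above about 67%, or every replicate alone reaching that limit, limit read from the data, passing the limit was not always enough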;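 further: myotubes were challenged with 10 µM simvastatin during compound exposure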
PglD inh = blocks C. jejuni PglD acetyltransferase activity; purified PglD enzyme, DTNB colorimetric CoA detection; inhibition, % at 12.5 µM; hit rate 0.098% among 360,000; AID 602405; in the data active means inhibition above about 16%, passing the limit was not always enough; further: strong numbers were not always called active
* hit, by the source's call; · = not tested or not shown; [ ] = dose if it differs, or a comment.

#1 CCCCn1c(SCC(=O)c2ccc(O)cc2O)nc2cc(S(N)(=O)=O)ccc21
#2 COc1cccc(-c2ccc([C@@H]3[C@H](CO)N4C(=O)CN(C(=O)C5CCCC5)C[C@@H]34)cc2)c1
#3 C[C@@H](NC(=O)C[C@@H]1CC[C@@H](NC(=O)CN2CCOCC2)[C@@H](CO)O1)c1ccccc1
#4 CC(=O)Nc1ccc(C(=O)N2CCCCC2c2cc(C(=O)N3CCOCC3)no2)cc1 (stereo unspecified)
#5 COc1ccc(C(=O)NCCc2nnc3ccc(SCC(=O)Nc4ccccc4F)nn23)cc1
#6 Cc1ccc2nc(-c3cccc(S(=O)(=O)N(C)C)c3)cn2c1
#7 O=C(O)CCCNS(=O)(=O)c1ccc(Br)s1
#8 CS(=O)(=O)N1[C@H](C#N)[C@@H](c2ccc(C#CC3CCCC3)cc2)[C@@H]1CO

Compound	1	2	3	4	5	6	7	8
Cneo AK release	4	·	9	0	0	-2	-1	8
GSIS activator	0	-1	15	1	13	·	8	-17
miR-122 sensor	-4	·	2[16.7 µM]	-5	6	0	0	·
CFTR F508del cor	-0.8	-0.8	-0.9	-0.5	0.2	·	-1.3	0.4
FN deposition inh	-4	5	-1	-10	4	·	·	0
PGC1a acetyl inh	·	0	-9	2	14	0	8	-19
Statin myotox sup	22	·	21	1	·	-7	20	-2
PglD inh	-4	·	1	3	-2	3	3	-2

A different layout for part of the listing above:
cpd	SMILES	Cneo AK release	GSIS activator	miR-122 sensor	CFTR F508del cor	FN deposition inh	PGC1a acetyl inh	Statin myotox sup	PglD inh
3	C[C@@H](NC(=O)C[C@@H]1CC[C@@H](NC(=O)CN2CCOCC2)[C@@H](CO)O1)c1ccccc1	9	15	2[16.7 µM]	-0.9	-1	-9	21	1
4	CC(=O)Nc1ccc(C(=O)N2CCCCC2c2cc(C(=O)N3CCOCC3)no2)cc1 (stereo unspecified)	0	1	-5	-0.5	-10	2	1	3
5	COc1ccc(C(=O)NCCc2nnc3ccc(SCC(=O)Nc4ccccc4F)nn23)cc1	0	13	6	0.2	4	14	·	-2
6	Cc1ccc2nc(-c3cccc(S(=O)(=O)N(C)C)c3)cn2c1	-2	·	0	·	·	0	-7	3

Remaining list, next part:
#9 COc1ccc(/C=C/C(=O)Nc2cc(F)ccc2C)cc1S(=O)(=O)N1CCOCC1
#10 C/C=C/c1cnc2c(c1)C(=O)N([C@@H](C)CO)C[C@H](C)[C@@H](CN(C)CC1CCCC1)O2
#11 CC=Cc1ccc2n(c1=O)C[C@@H]1[C@@H](CO)[C@H](C(=O)NCC(F)(F)F)[C@H]2N1C(=O)C1CC1 (mixture of isomers)
#12 CCn1nc(NS(=O)(=O)c2ccccc2[N+](=O)[O-])c2cc3cccc(C)c3nc21
#13 COc1ccc(CNC(=O)C2CCN(S(=O)(=O)c3ccc(N4CCCC4=O)cc3)CC2)cc1
#14 CCOC(=O)[C@@H]1[C@H]2COc3ccc(Br)cc3[C@@H]2N2C(=O)N(c3cccc(F)c3)C(=O)[C@@]12C
#15 C/C(=N\NC(=O)CCC(=O)O)c1c(-c2ccccc2)c2cc(Br)ccc2[nH]c1=O
#16 C[C@H]1CN([C@@H](C)CO)C(=O)c2cc(NC(=O)Cc3cn(C)c4ccccc34)ccc2O[C@H]1CN(C)C(=O)Nc1ccc(C(F)(F)F)cc1

Compound	9	10	11	12	13	14	15	16
Cneo AK release	·	-1	58	6	2	5	·	3
GSIS activator	2	13	17	-21	·	-11	-3	-4
miR-122 sensor	-5	-10[16.7 µM]	13[16.7 µM]	1	-2	·	·	-2[16.7 µM]
CFTR F508del cor	0.7	1.7	-2.0	0.7	-2.9	3.8	0.9	-0.3
FN deposition inh	14	·	·	-1	-1	-1	1	6
PGC1a acetyl inh	10	1	·	13	19	·	-6	4
Statin myotox sup	-4	7	10	3	-21	7	·	·
PglD inh	·	0	16	-5	-2	3	·	-2

#17 CCN1C(=O)[C@H]2[C@@H](c3ccc(SC4CCCCC4)cc3)N[C@@](CC(C)C)(C(=O)OC)[C@H]2C1=O
#18 O=C(C1CC1)N1C[C@H]2[C@@H](c3ccccc31)[C@H](CO)N2C(=O)Nc1cccc(F)c1
#19 O=C(CN1CCOCC1)N[C@@H]1CC[C@H](CCn2cc(C3CCCC3)nn2)O[C@H]1CO
#20 COc1ccc(NC(=O)Nc2ccc3c(c2)C(=O)N([C@H](C)CO)C[C@H](C)[C@H](CN(C)S(=O)(=O)c2cn(C)cn2)O3)cc1
#21 COc1ccc(NC(=O)CCS(=O)(=O)c2ccc3nc(C)sc3c2)cc1OC
#22 O=C(NNC(=O)c1cccnc1)Nc1cccc2ccccc12
#23 C/C(=N\NC(=O)c1ccc(N2CCCC2=O)cc1)c1ccncc1
#24 CO[C@@H]1CN(C)C(=O)c2cc(NC(=O)NC(C)C)ccc2OC[C@H](C)N(C(=O)CN(C)C)C[C@@H]1C

Compound	17	18	19	20	21	22	23	24
Cneo AK release	-1	53	·	-3	-2	1	·	0
GSIS activator	-7	-10	-3	16	14	·	6	-2
miR-122 sensor	·	10[16.7 µM]	·	3[16.7 µM]	2	0	-3	·
CFTR F508del cor	-1.0	-1.2	-1.6	-1.4	-2.6	·	-1.5	-2.0
FN deposition inh	-6	2	0	-11	17	-6	-2	1
PGC1a acetyl inh	·	1	0	-8	-5	2	-1	5
Statin myotox sup	-11	2	·	·	3	4	3	1
PglD inh	1	0	·	-2	-5	·	·	2

#25 C/C(=N\N1CCN(C2c3ccccc3-c3ccccc32)CC1)c1cccnc1
#26 C/C(=N\NC(=O)c1c(Cl)c(C)nn1C)c1cccc(NC(=O)COc2ccc(Cl)cc2)c1
#27 CC1=CC(c2ccccc2)NC(=S)N1 (stereo unspecified)
#28 CCN1C[C@@H]2[C@@H]3C(=O)N(Cc4ccccc4)C(=O)[C@@H]3[C@](C)(C1=O)N2C(=O)c1ccc(C)cc1
#29 O=C(NCc1nc(-c2ccccc2)no1)c1cccs1
#30 Fc1ccc(N2CCN(c3ccc4c(C(F)(F)F)cc(C(F)(F)F)nc4n3)CC2)cc1
#31 CC(=O)Nc1ccc(S(=O)(=O)N(C)CC(=O)OCC(=O)N(C)C2CCS(=O)(=O)C2)cc1 (stereo unspecified)
#32 COc1cc(Cl)c(CNC[C@H]2O[C@@H](n3cnc4c(N)ncnc43)[C@H](O)[C@@H]2O)c(Cl)c1O

Compound	25	26	27	28	29	30	31	32
Cneo AK release	1	-2	·	9	2	2	-1	1
GSIS activator	·	·	-17	-5	3	·	14	10
miR-122 sensor	-3	-8	-1	4	-5	-3	1	-3
CFTR F508del cor	·	·	·	-2.0	0.4	·	-0.5	1.6
FN deposition inh	·	-6	1	10	·	·	·	-13
PGC1a acetyl inh	-8	2	-4	·	-17	36	-4	-2
Statin myotox sup	11	·	·	17	-12	-7	-14	5
PglD inh	6	-1	-4	-2	4	-1	0	-1

#33 Cc1ccc(C)c(N2N=C(C(=O)Nc3nccs3)CCC2=O)c1
#34 O=C(COc1ccc(Cl)cc1)Nc1ccc(C(=O)O)cc1NC(=O)COc1ccc(Cl)cc1
#35 Cc1cc(C(=O)N/N=C/c2c(CO)cnc(C)c2O)c2ccccc2n1
#36 COc1ccc(NC2CCCN(C(=O)c3cccc(N(C)C)c3)C2)cc1 (stereo unspecified)
#37 Cc1ccc(C(C)(C)C)cc1S(=O)(=O)N1CC(=O)Nc2ccccc21
#38 O=C(NC(=S)Nc1cccnc1)c1cccc(Br)c1
#39 CC(C)(CN1CCc2ccccc2C1)NS(=O)(=O)c1ccccc1
#40 CCCCc1nc(NCCO)c(C#N)c2c1CCCC2

Compound	33	34	35	36	37	38	39	40
Cneo AK release	0	-6	2	-2	0	4	·	-1
GSIS activator	0	1	24	8	-13	14	3	-4
miR-122 sensor	-2	-7	-9	·	-2	2	·	-8
CFTR F508del cor	-2.8	1.1	2.9	-4.2	0.2	1.4	-2.2	3.4
FN deposition inh	-18	·	1	1	1	-1	0	·
PGC1a acetyl inh	-1	0	-4	·	-19	-10	-6	-6
Statin myotox sup	5	0	5	7	-3	-11	·	-6
PglD inh	-6	5	-3	-1	-3	-3	·	3

#41 CCNC(=O)C[C@@H]1CC[C@H]2[C@@H](COc3ccc(NS(=O)(=O)c4ccccc4C)cc3C(=O)N2C)O1
#42 O=C(CN1C(=O)c2ccccc2C1=O)N1CCN(c2nnc(-c3ccccc3)c3ccccc23)CC1
#43 Cc1[nH]c2ccccc2c1[C@H]1[C@@H](CC#N)C1(C)C
#44 CN(C)c1ccc(C(=O)NCc2ccc3c(c2)OCO3)cc1
#45 CN1CCN(C(=O)Nc2cccc3ccccc23)CC1
#46 CC(=O)N1CCN(S(=O)(=O)c2ccc(C)cc2)C1C(C)C (stereo unspecified)
#47 C=CCN(c1ccc(C(=O)NC(C)C)cc1)S(C)(=O)=O
#48 OC(c1ccc(F)c(F)c1)c1nc(-c2cncnc2)cs1 (stereo unspecified)

Compound	41	42	43	44	45	46	47	48
Cneo AK release	-2	2	-2	1	9	-2	-1	-2
GSIS activator	4	·	·	·	39	·	·	16
miR-122 sensor	-2[16.7 µM]	-14	8	-2	-2	-13	-11	-6
CFTR F508del cor	2.4	·	·	·	-1.6	·	·	-3.1
FN deposition inh	-5	5	2	-2	·	5	·	-2
PGC1a acetyl inh	5	-1	-5	-6	2	·	-44	·
Statin myotox sup	-3	0	·	-9	6	-11	-6	11
PglD inh	0	-6	-2	2	2	-6	-3	2

#49 CCN1CCN(c2ccc(S(=O)(=O)N3CCOCC3)cc2NC(=O)c2ccccc2SC)CC1
#50 Cc1ccc(S[C@]2(C(=O)NC(C)C)CC(=O)N(C(C)C)[C@@H]2c2ccc(CO)cc2I)cc1
#51 COCC(=O)N1C[C@@H](C)[C@@H](OC)CN(C)C(=O)c2ccc(NC(=O)c3cc(C)on3)cc2OC[C@H]1C
#52 CO[C@@H]1CC[C@@H]2CCN(C)C(=O)[C@H](C)N(C)C(=O)c3cccc(C#N)c3OC[C@@H]1O2
#53 COc1ccc(N(CC(=O)N2CCN(c3ccccc3)CC2)S(=O)(=O)c2c(C)noc2C)cc1
#54 COC(=O)C[C@@H]1CC[C@@H]2[C@H](COC[C@@H](O)CN2S(=O)(=O)c2ccc(F)cc2)O1
#55 O=c1c2ccc([N+](=O)[O-])cc2ncn1CCOc1cccc(Br)c1
#56 Cc1nn(Cc2ccccc2)c(C)c1NC(=O)c1cc(-c2ccco2)on1
#57 CN(CC(=O)Nc1ccccc1F)S(=O)(=O)c1ccc2c(c1)n(C)c(=O)c(=O)n2C
#58 COc1ccc(-n2c(C)c(C(C)=O)c3cc(OC(C)=O)ccc32)cc1
#59 C[C@@H]1CN([C@H](C)CO)S(=O)(=O)c2ccc(/C=C/c3ccccc3)cc2O[C@H]1CN(C)C(=O)NC1CCCCC1

Compound	49	50	51	52	53	54	55	56	57	58	59
Cneo AK release	0	4	-3	2	-2	1	·	4	·	3	2
GSIS activator	3	·	18	7	·	-2	5	-6	29	12	-23
miR-122 sensor	·	·	·	·	-6	-2[16.7 µM]	·	12	·	19	-16[16.7 µM]
CFTR F508del cor	0.5	1.8	4.1	·	3.4	2.0	0.3	·	-0.3	-0.3	9.6*
FN deposition inh	2	·	-1	-7	2	-7	0	0	-4	0	·
PGC1a acetyl inh	·	-1	-3	·	6	6	-26	11	-10	33	18
Statin myotox sup	-6	·	-8	-19	-5	-1	·	13	·	5	-25
PglD inh	5	-1	0	-1	-1	-4	·	2	·	3	0
